# Screening results deposited in PubChem BioAssay by several laboratories.
# PGE2 EP2 inh = blocks the human prostaglandin E2 receptor EP2; C6 glioma cells expressing human EP2, cAMP TR-FRET; cells stimulated with saturating PGE2; inhibition, % at 25 µM; hit rate 0.52% among 260,000; AID 1422;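 active means percent inhibition above 40 after rounding to a whole number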;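 further: rat C6 glioma host cells with rolipram phosphodiesterase inhibitor present; the protocol text gives 20 µM as final concentration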
# Target sequence (P43116 whole entry, looked up): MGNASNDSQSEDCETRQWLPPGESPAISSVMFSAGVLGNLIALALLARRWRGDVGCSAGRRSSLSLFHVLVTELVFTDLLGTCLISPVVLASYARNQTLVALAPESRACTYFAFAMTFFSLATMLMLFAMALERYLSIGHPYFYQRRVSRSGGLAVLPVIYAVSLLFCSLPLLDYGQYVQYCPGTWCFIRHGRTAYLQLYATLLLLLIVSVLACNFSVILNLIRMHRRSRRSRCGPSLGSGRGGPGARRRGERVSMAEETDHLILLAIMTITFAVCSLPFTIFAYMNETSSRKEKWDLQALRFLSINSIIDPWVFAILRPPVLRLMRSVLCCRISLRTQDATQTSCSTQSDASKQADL
# EP2 modulator = EP2 receptor (human) modulation | P43116 | EP2-expressing cells, cAMP HTRF FRET, PGE2 co-stimulation | induction, % at 25 µM | hit rate 0.83% among 260,000;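 active means compounds whose cAMP rise, as percent of the full-agonist control response, exceeds 60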;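 further: rat C6 glioma line stably carrying human EP2 under a CMV promoter; the protocol text gives 20 µM as final concentration; 100% = response of wells given 1 µM PGE2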
# TRPML3 ag = agonists of human TRPML3 channel; activation, % at 3 µM; AID 1448; HEK293 TRPML3-YFP, Fluo-8 calcium fluorescence; 100% = the carbachol control signal; hit rate 0.29% among 220,000;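 active means activation above its plate's cutoff, the mean activation of the plate's test wells plus 3 SD, cut at about 12% in these data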;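 further: 0% = DMSO only wells and 100% = carbachol wells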
#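 Material: TRPML3-YFP stable HEK293 cells | Dosing: One concentration, 3 µM nominal, 0.3% DMSO | Timing: 125 s total fluorescence read per well | Technique: Fluo-8 calcium dye fluorescence, ex 470-495, em 515-575 nm | Measure: Percent activation from peak-to-basal fluorescence ratio, scaled between DMSO and carbachol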
# NPY Y1 blocker = NPY-Y1 (human) receptor antagonism; HEK293-CNG Y1 cells, membrane potential fluorescence; NPY at EC95, then isoproterenol; inhibition, % at 3.6 µM; hit rate 1% among 200,000; AID 1040;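 active means inhibition above the campaign mean inhibition of all tested compounds plus 3 SD, cut at about 20% in these data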;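 further: 0% = DMSO wells given NPY plus isoproterenol and 100% = isoproterenol alone without NPY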
# Target sequence (P25929 whole entry, looked up): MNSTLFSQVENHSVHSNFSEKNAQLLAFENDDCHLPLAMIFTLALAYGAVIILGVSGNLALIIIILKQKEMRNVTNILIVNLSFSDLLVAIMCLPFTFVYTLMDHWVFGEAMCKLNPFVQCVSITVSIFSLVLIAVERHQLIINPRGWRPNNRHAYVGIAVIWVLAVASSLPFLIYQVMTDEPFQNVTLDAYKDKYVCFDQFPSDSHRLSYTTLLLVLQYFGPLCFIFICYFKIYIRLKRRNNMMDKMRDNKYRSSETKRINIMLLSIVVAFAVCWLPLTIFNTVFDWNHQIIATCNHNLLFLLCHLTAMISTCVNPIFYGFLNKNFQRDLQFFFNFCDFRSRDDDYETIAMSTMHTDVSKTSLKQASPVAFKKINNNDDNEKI
#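 Test system – HEK293 Y1/CNG channel cell line · Also added – NPY agonist 25 nM, then isoproterenol 1 µM plus Ro 20-1724 25 µM · Compound dosing – one concentration, 3.6 µM, in 0.4% DMSO · Schedule – compound incubation 1 h at room temperature, readout 45 min post-stimulation · Technique – fluorescence, membrane potential probe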
# 14-3-3 Bad inh = disrupts binding of bovine 14-3-3 zeta to phospho-Bad peptide; P63103; TR-FRET 14-3-3zeta/Dy647-pBad peptide displacement, 1 h; inhibition, % at 21.7 µM; hit rate 0.71% among 220,000;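 active means inhibition above about 70%, limit read from the data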;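 further: 0% = full 14-3-3 plus peptide FRET controls and 100% = background without 14-3-3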
# Target sequence (P63103 whole entry, looked up): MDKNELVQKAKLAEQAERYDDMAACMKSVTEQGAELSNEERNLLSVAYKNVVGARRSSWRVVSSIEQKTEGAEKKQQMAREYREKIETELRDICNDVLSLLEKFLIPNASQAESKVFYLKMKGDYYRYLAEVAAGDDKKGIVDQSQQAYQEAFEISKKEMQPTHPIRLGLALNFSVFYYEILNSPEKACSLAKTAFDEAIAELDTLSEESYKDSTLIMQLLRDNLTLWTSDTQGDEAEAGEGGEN
# NPY-Y1 PAM-ag = potentiates or activates human NPY-Y1 receptor | P25929 | NPY-Y1 expressing cells, potentiator/agonist activation | activation, % at 3.6 µM | hit rate 0.37% among 220,000 | AID 1304; in the data active means activation above about 33%, passing the limit was not always enough;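 further: cells stimulated with NPY at EC10 then isoproterenol at EC100; 0% = low agonist plus stimulus and 100% = saturating agonist plus stimulus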
# CHOP inh = blocks CHOP induction under ER stress; CHO-K1 CHOP-promoter luciferase, tunicamycin-induced, 15-18 h; inhibition, % at 10 µM; hit rate 3.8% among 220,000; AID 2732;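 active means compounds that reduced the stress-induced luciferase reporter signal by more than about 70% of percent inhibition, limit read from the data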;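 further: 0% = tunicamycin plus vehicle and 100% = wells without tunicamycin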
# TRPN1 ag = activates the zebrafish TRPN1 channel. activation, % at 3 µM. HEK293 zebrafish TRPN1-YFP, Fluo-8 calcium fluorescence; 100% = response to 87 µM carbachol. hit rate 0.18% among 220,000;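 active means activation above its plate's cutoff, the mean activation of test wells on that plate plus 3 SD, cut at about 19% in these data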;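 further: 0% = DMSO alone and 100% = 87 µM carbachol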
#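 Material – zebrafish TRPN1-YFP in HEK293 cells · Doses – 3 µM single point · Schedule – dye 1 h 37 °C plus 30 min RT · Signal – Fluo-8 calcium fluorescence, excitation 470-495 nm, emission 515-575 nm · Read-out – % activation versus carbachol response · Control set – carbachol high, DMSO low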
# PPC-1+TRAIL kill = PPC-1 cancer cell killing with TRAIL present. PPC-1 cells + TRAIL, ATPLite viability luminescence. cell killing (% activity), % at 4 µM. hit rate 0.41% among 220,000. AID 1443;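 active means cell killing above 50% in the first pass at 4 µM, then a duplicate retest at 5 µM averaging 50% or more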;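 further: plate controls were cells with TRAIL plus DMSO for no effect and medium-only wells lacking cells for full effect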
# * hit, by the source's call; / = not tested or not shown; & = joins results of further samples; ! = repeats disagree; [ ] = another dose, or the depositor's remark.
SMILES,PGE2 EP2 inh,EP2 modulator,TRPML3 ag,NPY Y1 blocker,14-3-3 Bad inh,NPY-Y1 PAM-ag,CHOP inh,TRPN1 ag,PPC-1+TRAIL kill
O=C(CSc1nc2ccccc2[nH]1)c1ccc(Cl)s1,2,-20,-0.1,3,4,2,8,-1.1,-1
Cc1nc(CCNC(=O)Cc2ccc(Cl)cc2)cs1,9,15,-0.3,3,6,7,1,-0.6,-10
CC(C)CCCNc1nc(N2CCOCC2)nc(N2CCOCC2)n1,6,35,-0.2,1,2[fluorescence artefact?],-12,36,-0.4,6
CCC(c1nnnn1C(C)(C)C)N(Cc1cc2cccc(C)c2n2nnnc12)C1CCCC1 (centres undefined),6,25,0.5,5,/,-18,/,-0.5,/
CN1C(=O)C2(C(C#N)=C(N)N(c3cc(Cl)cc(Cl)c3)C3=C2C(=O)CCC3)c2ccccc21 (centres undefined),11,-10,-0.2,-4,2,20,50,-0.7,39
Cc1nc2ccccc2c(=O)n1C1CCCCCC1,13,13,0.3,0,3,-8,22,-0.8,41
CN(CC(=O)NCCN1CCN(Cc2ccccc2)CC1)S(=O)(=O)c1cccc2nsnc12,4,6,0.2,-1,3,12,-8,0.0,0
Cc1cc(-c2csc(NC(=O)c3ccc(C#N)cc3)n2)c(C)n1Cc1ccccc1,8,10,-0.2,5,-5[fluorescence artefact?],2,44,-0.2,3
CN(CCO)C(=O)c1cccc2c1-c1ccccc1C2=O,12,13,0.2,1,-3,-2,41,1.4,11
CCCCc1cc(=O)oc2c(CN(CC)CC)c(O)c(Cl)cc12,24,4,0.2,2,2,2,43,0.3,4
COCCn1c(SCC(=O)NC(=O)NC(C)C)nc2ccccc21,12,9,-0.2,-1,-2[fluorescence artefact?],-2,26,-0.3,14
CCCCCn1c(Sc2nc3ccccc3s2)nc2c1c(=O)[nH]c(=O)n2C,7,63*,-0.4,-1,-2[fluorescence artefact?],-46,76*,-2.1,-8
CC(/C=C1\SC(=O)N(CC(=O)Nc2cccc(O)c2)C1=O)=C\c1ccccc1,15,-5,-0.1,10,2,-1,95*,0.7,1
N#Cc1ccc(C23CC4(C2)[C@H](CN(P(=O)(c2ccccc2)c2ccccc2)[C@@H]4c2ccccc2)C3c2ccc(Cl)nc2)cc1 (some centres undefined),23,14,/,/,4,/,7,/,-3
Cc1ccc(-c2cc(C(=O)Nc3cc(C)on3)c3ccccc3n2)cc1,15,14,0.2,3,-13[fluorescence artefact?],-26,-6,0.1,15
O=[N+]([O-])c1cccc(-n2cccc2/C=N/Nc2nc(N3CCCCC3)nc(N3CCCCC3)n2)c1,2,15,0.1,-4,-12,20,21,-1.0,2
CCCCOc1ccc(S(=O)(=O)Nc2cc(OC)ccc2OC)cc1,8,-30,0.5,2,-2,6,55,0.9,30
COc1cc(OC)c2c(-c3ccccc3)cc(=O)oc2c1C(CC(=O)N1CCN(c2ccccc2)CC1)c1ccc2c(c1)OCO2 (centres undefined),11,31,/,/,9,/,13,/,-11
Fc1ccc(C2=CSC3=NCCN23)cc1,7,13,0.7,5,-10,-3,4,1.0,2
CCOC(=O)c1c(NC(=S)Nc2ccccc2)sc2c1CCN(CCc1ccccc1)C2,/,-10,1.0,6,-57[fluorescence artefact?],-13,17,4.4,20
O=C(CCNC(=O)c1ccccc1Cl)NC1=NCCS1,2,-2,0.7,4,0,8,5,0.2,11
C[C@@H](O)c1nc2ccccc2n1N,12,26,0.5,1,-3,-6,-17,0.9,10
O=C(N/C(=C/c1ccc2c(c1)OCO2)C(=O)N1CCOCC1)c1cccs1,15,-1,0.1,1,0,12,1,-0.8,-4
CC1=CC(C)(C)N(C(=O)CN2C(=O)c3ccccc3C2=O)c2ccccc21,4,32,67*,-11,1,11,54,-1.3,6
Cc1cc(C)nc(-n2nc(C)cc2NC(=O)c2ccc(S(=O)(=O)N3CCOCC3)cc2)n1,9,8,0.8,/,-4,12,12,1.0,7
CNC(=S)N(CCc1c(C)[nH]c2ccccc12)Cc1ccco1,1,-64,-1.3,-1,-5,13,9,-2.5,25
CCOC(=O)c1cc2c(ccn2-c2ccc(F)cc2)n1CC(=O)N1CCN(C(=O)c2ccco2)CC1,18,39,0.2,-3,29[fluorescence artefact?],4,-62,0.8,0
CC(=O)c1ccc(NC(=S)N2CCCC(C(F)(F)F)C2)cc1 (centres undefined),2,-15,0.7,-7,-8,6,5,0.5,37
CCOc1ncccc1C(=O)Nc1cc(S(=O)(=O)N2CCOCC2)ccc1N1CCCC1,11,25,0.0,-6,-13,-12,45,-2.5,17
CCC1(C)CC2(CCCN(CCC(=O)c3ccccc3)C2)CCO1 (centres undefined),81*!,-94&-4,1.7,5,4,6,-28,1.5,10
CC(=O)Nc1ccnc(-c2cccnc2)n1,7,14,0.6,7,0,14,20,0.2,14
CCn1cc(C(=O)N2CCN(c3ccccn3)CC2)c(=O)c2cc(S(=O)(=O)N3CCC(C)CC3)ccc21,5,32,-0.1,-4,-4,20,8,-1.3,6
Cc1cc(C(=O)COc2ncnc3sccc23)c(C)n1C,9,18,-0.4,-2,-14,-9,59,0.8,16
COc1ccc(N2CCN(C(=O)CC34CC5CC(CC(C5)C3)C4)CC2)c([N+](=O)[O-])c1,2,-66,0.2,0,-3[fluorescence artefact?],-14,43,1.9,-11
COc1cc(CC(=O)N/N=C/c2ccc([N+](=O)[O-])cc2)c([N+](=O)[O-])cc1OC,8,-19,0.2,0,41[fluorescence artefact?],-8,34,1.1,6
Cc1ccc(-c2c[n+]3c(n2-c2ccccc2)CCC3)cc1,6,-32,-0.1,/,5,-12,14,1.1,33
CC1CCc2nc3sc4c(c3c(N)c2C1)CCCC4 (centres undefined),10,-49,-0.5,6,6,-39,27,-2.3,22
CN(C)CCNC(=S)Nc1cccc(Cl)c1,4,-4,0.1,-8,-13,-4,-2,-0.2,7
Cc1cc(C(=O)N(C)CC(=O)Nc2ccccc2C(F)(F)F)c(C)o1,7,7,0.1,1,-8,-4,1,0.1,4
N#CC1=C(N)Nc2nc3ccccc3n2C1c1ccc(Cl)cc1 (centres undefined),4,-28,0.3,5,-1,-15,90*,2.2,16
O=C(NNC(=S)NC1CCCCC1)c1ccccc1O,13,-7,2.5,3,-9,-10,16,3.1,8
COc1ccc(-c2cn[nH]c2-c2ccc(OCc3ccccc3)cc2O)cc1OC,5,-55,-0.5,/,4,-2,27,-2.8,19
CNC(=O)CSc1nnc(-c2cccs2)o1,8&-1,-13&13,0.6,-5,-3,-9,9,-0.1,-20
Cc1ccc(OCCN2CCNCC2)c([N+](=O)[O-])c1,4,-13,1.1,-1,45,-7,-24,-0.1,16
CCCc1nnc(NC(=O)c2cccnc2)s1,8,12,0.5,/,1,13,-10,2.0,-6
CCN=c1scc(-c2cccs2)n1/N=C/c1cc(OC)ccc1O,9,-58,0.1,-1,-14,-14,30,1.0,10
Nc1ccc(N2CCCCC2)c(S(=O)(=O)Nc2ccccc2Cl)c1,9,27,-0.7,/,1,1,22,-1.1,4
Cc1ccc(C)c(NC(=S)N2CCC(N(C)CC3CCCO3)CC2)c1 (centres undefined),2,-2,0.5,1,5,-5,2,0.9,-9
O=C1NCCN(Cc2c(F)cccc2Cl)C1CC(=O)N1CCCCO1 (centres undefined),3,-22,0.4,0,4,-10,-4,-1.6,16
O=C(CN1CCN(Cc2ccc3c(c2)OCO3)CC1)Nc1ccc(F)cc1,6,0,0.7,2,-5[fluorescence artefact?],3,2,0.3,21
COc1ccc(-n2nnnc2-c2ccccc2)cc1,4,5,0.4,-1,7,-15,/,-1.5,-21
CCc1ccccc1NC(=S)N1CCN(c2ccccn2)CC1,12,-76,1.1,0,-21,-23,32,0.4,1
COc1cc(OC)nc(-n2ncc(OC)c(Br)c2=O)n1,6,13,0.3,6,-7,12,-14,2.4,23
CC1=NN(C(=O)c2ccc(Cn3nc(C)c([N+](=O)[O-])c3C)o2)C(O)(C(F)(F)F)C1 (centres undefined),5,-6,1.6,1,15[fluorescence artefact?],-6,6,3.8,18
COc1ccc(Nc2c(-c3ccc(C)cc3)nc3cnccn23)cc1,5,-65,-0.8,14,-7,9,14,0.2,12
CS(=O)(=O)c1ccc2nc(NC(=O)Cc3ccccc3)sc2c1,4,3,0.1,-2,-1,13,17,-2.0,8
CCSc1nnc(NC(=O)c2ccc(C)o2)s1,10,7,1.2,4,-3,10,-2,1.2,-11
COC(=O)c1cc(O)c(OCc2ccccc2)c(O)c1,9,7,0.7,10,-3,-38,10,-2.0,-2
Cc1ccc2cc(CN(CC3CCCO3)S(=O)(=O)c3cccc4nsnc34)c(=O)[nH]c2c1 (centres undefined),8,-4,0.8,-3,0,2,5,2.6,4
O=C(COC(=O)CN1C(=O)C2CC=CCC2C1=O)Nc1cc(C(F)(F)F)ccc1N1CCOCC1 (centres undefined),7,4,0.7,8,-1,-2,22,1.5,17

# (further entries)
SMILES,PGE2 EP2 inh,EP2 modulator,TRPML3 ag,NPY Y1 blocker,14-3-3 Bad inh,NPY-Y1 PAM-ag,CHOP inh,TRPN1 ag,PPC-1+TRAIL kill
COc1ccc(N=c2ssnc2Cl)cc1,76*,-72,-0.5,11,29[fluorescence artefact?],12,109*,1.4,22
COc1ccc(-n2ccnc2SCC(=O)Nc2ccccc2)cc1,9,-5,1.0,-1,-24,17,27,1.1,16
CC1CCN(c2nc(-c3ccccc3)c(C#N)c(=O)[nH]2)CC1,19,39,1.2,-4,2,-12,29,2.0,-3
COc1ccc(-c2nc(NC(=O)Cn3cnnn3)sc2C)cc1,7,-19,0.4,-1,-7,16,-2,2.9,16
COc1cc(/C=C2/N=C(c3ccccc3F)OC2=O)cc(Cl)c1OS(C)(=O)=O,4,-24,0.3,-3,5,-14,9,1.6,15
Cc1ccc(C)n1-c1nccc(-c2cccs2)n1,/,39,-0.2,5,-16[fluorescence artefact?],-9,-8,-1.8,14
O=S(=O)(c1ccc(Cl)cc1)N1CCC(n2cnc3cc(C(F)(F)F)ccc32)CC1,13,/,0.2,5,/,19,/,-1.3,/
O=C(Cn1cnc2c(cnn2-c2ccccc2)c1=O)N1CCOCC1,6,-7,1.3,1,3,7,15,0.8,-9
O=C(COc1ccc2oc(-c3ccccc3)cc(=O)c2c1)Nc1ccccc1,11,14,0.7,-1,43,-7,21,1.0,13

# An excerpt, so the mix of outcomes need not match the whole.
